Rpn11 block: Rpn11 (human) deubiquitinase inhibition | O00487 | human 26S proteasome, Ub4-pepOG fluorescence polarization; 20S core pre-blocked with epoxomicin | calls only at 20 µM | hit rate 0.59% among 360,000 | AID 588493;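 active means inhibition at 20 µM, scaled to each plate's controls, above about 33%, limit read from the data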
Target sequence (O00487 whole entry, looked up): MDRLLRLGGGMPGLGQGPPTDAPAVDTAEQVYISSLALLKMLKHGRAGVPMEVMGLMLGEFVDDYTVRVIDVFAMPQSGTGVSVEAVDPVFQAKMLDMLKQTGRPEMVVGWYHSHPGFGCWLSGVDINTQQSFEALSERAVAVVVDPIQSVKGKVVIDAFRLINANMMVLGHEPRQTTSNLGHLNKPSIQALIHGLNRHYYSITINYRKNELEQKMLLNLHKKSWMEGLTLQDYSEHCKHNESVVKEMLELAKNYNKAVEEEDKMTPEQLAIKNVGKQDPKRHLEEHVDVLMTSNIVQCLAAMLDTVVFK
Neddylation inh: cullin neddylation inhibition; AID 651699; hit rate 0.58% among 360,000; TR-FRET cullin neddylation, biochemical; P61081+Q13564; calls only at 25 µM; in the data active means inhibition above about 36%
Target sequence (P61081 whole entry, looked up): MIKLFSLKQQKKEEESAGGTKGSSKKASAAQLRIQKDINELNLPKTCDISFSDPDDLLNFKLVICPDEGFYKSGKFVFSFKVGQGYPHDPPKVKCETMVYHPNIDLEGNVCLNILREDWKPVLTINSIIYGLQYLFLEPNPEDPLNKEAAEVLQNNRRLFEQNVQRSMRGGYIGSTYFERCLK
Target sequence (Q13564 whole entry, looked up): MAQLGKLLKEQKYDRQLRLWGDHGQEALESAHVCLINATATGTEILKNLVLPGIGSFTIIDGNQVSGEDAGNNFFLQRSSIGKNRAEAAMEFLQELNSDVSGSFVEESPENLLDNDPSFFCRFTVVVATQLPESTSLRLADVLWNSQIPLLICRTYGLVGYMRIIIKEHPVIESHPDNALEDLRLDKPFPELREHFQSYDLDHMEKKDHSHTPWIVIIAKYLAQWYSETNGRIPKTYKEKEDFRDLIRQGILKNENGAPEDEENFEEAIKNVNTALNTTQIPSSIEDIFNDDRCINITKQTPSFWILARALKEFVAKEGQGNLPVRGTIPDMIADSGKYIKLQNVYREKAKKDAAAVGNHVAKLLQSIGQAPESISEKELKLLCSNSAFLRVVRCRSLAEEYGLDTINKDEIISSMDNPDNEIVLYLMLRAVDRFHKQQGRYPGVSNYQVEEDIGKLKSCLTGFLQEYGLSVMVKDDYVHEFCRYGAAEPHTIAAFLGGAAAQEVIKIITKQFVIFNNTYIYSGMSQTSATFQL
MT1-MMP act inh: MT1-MMP (human) activation inhibition; hit rate 0.061% among 360,000; GFP/RFP ratio change, % at 20 µM; P50281; HT1080 RFP-PRO-GFP cells, GFP/RFP ratio fluorescence, overnight; percent of plate control window, DMSO zero;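 active means GFP/RFP ratio change of at least 30% with cell ATP level not reduced by more than half and red fluorescence within 50% of control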; further: strong numbers were not always called active
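Test system: HT1080 RFP-PRO-GFP cells; Benchmarks: DMSO and RFP-L50D-GFP cell wells; Timing: cells overnight before dosing, compound overnight, 37 °C, 5% CO2; Compound: one 20 µM compound dose with 1% DMSO; Read-out: GFP/RFP fluorescence ratio.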
NadD block: inhibitors of Staphylococcus aureus NadD; purified NadD enzyme, colorimetric absorbance read-out; inhibition, % at 20 µM; hit rate 0.78% among 360,000; in the data active means inhibition above about 26%; further: some compounds past the cut are filed as inactive
SKN-1 inh: blocks SKN-1 activity in C. elegans; hit rate 0.49% among 360,000; C. elegans VP596 Pgst-4::GFP/RFP ratio, acrylamide-induced, 24 h; inhibition, % at 21.8 µM;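 active means interference check ratio from 0.5 to 1.5 plus GFP to RFP signal ratio inhibition reaching or exceeding a fixed threshold, cut at about 30% in these data, passing the limit was not always enough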; further: some compounds called inactive have numbers as strong as hits
Rin1 Abl inh: blocks binding of human Rin1 to Abl. hit rate 0.4% among 360,000. AID 588664. P00519+Q13671. inhibition, % at 7.35 µM. TR-FRET Rin1/Abl binding, biochemical; in the data active means inhibition above about 5%, passing the limit was not always enough
PABP1 MLLE inh: blocks PAM2 peptide binding to the PABP1 MLLE domain; P11940; GST-MLLE / FITC-PAM2 fluorescence polarization; hit rate 0.36% among 360,000; inhibition, % at 20 µM; in the data active means inhibition above about 35%, passing the limit was not always enough;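 further: plate controls were DMSO wells with GST-MLLE for no effect and wells lacking GST-MLLE protein for full effect; some results filed as inactive read as strong as hits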
FAS TE block: blocks the thioesterase domain of human fatty acid synthase. AID 602261. recombinant FAS-TE, OMFH fluorogenic substrate, fluorescence endpoint. hit rate 0.67% among 360,000. inhibition, % at 15 µM;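 active means compounds whose normalised, plate-corrected inhibition of enzyme fluorescence in the single-dose primary screen is 50% or more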;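 further: 0% = DMSO with enzyme and 100% = substrate without enzyme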
CSN inh: inhibitors of human CSN-mediated cullin deneddylation. Q92905. Purified CSN, SCF-Nedd8-OG deneddylation, fluorescence polarization. inhibition, % at 12.5 µM. hit rate 0.38% among 360,000. AID 651999;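 active means pattern-corrected inhibition above about 35%, with an unprinted fluorescence ratio check between 0.5 and 1.5, limit read from the data, passing the limit was not always enough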;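 further: 0% = enzyme with substrate and 100% = substrate without enzyme; some results filed as inactive read as strong as hits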
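Schedule: reaction 90 min, room temperature / Assay system: HEK293T-derived human Csn5 enzyme / Input: Csn5 at 0.24 nM final / Measure: inhibition of Csn5 cleavage, % / Control set: substrate-only high control, full reaction low control / Technique: fluorescence polarization of the substrate / Buffer or medium: Tris/NaCl/DTT buffer, pH 7.5 / Reagent: SCFSkp2-Nedd8OG substrate at 10 nM final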
* = called active by the depositor; i = inactive; . = no result given; + = active, no number; & = joins results of further samples. Only part of the results is shown, so the mix of outcomes need not match the whole.

SMILES	Rpn11 block	Neddylation inh	MT1-MMP act inh	NadD block	SKN-1 inh	Rin1 Abl inh	PABP1 MLLE inh	FAS TE block	CSN inh
CCCCCCn1c(=O)c(C(=O)Nc2cnccn2)c(O)c2ccccc21	i	i	-16	1	-3	-4	-2	15	-2
COc1ccc(C=C2C(=O)N(C)C(=O)N(C)C2=O)cc1CSc1ccccn1	i	i	-2	11	-11	1	12	-7	-4
CCN(CC)P(=O)(NC(=O)c1cccn1C)N(CC)CC	i	i	0	-1	-4	2	-13	-1	-7
Cc1ccc(-n2c(C)cc(/C=C3\C(=O)NC(=O)N(C)C3=O)c2C)cc1C	i	i	-1	4	-1	0	-17	-16	-3
CN1C(=O)N(C)C(=O)C2(Sc3ccccc3C2=O)C1=O	i	i	1	-1	5	0	28	-4	1
CC1(C)CN2C(c3ccc(Cl)cc3)N2C1 (centres undefined)	i	i	-10	8	-7	4	-12	-5	1
CS(=O)(=O)NNP(=O)(NNS(C)(=O)=O)NC(=O)c1ccccc1	i	i	-3	-7	9	1	-7	-1	-4
O=C1NC(=O)N(Cc2ccccc2)C(=O)/C1=C\C=C\c1ccco1	+	i	-32	2	15	2	-86	-5	81*
Cc1ccc(-n2c(O)c(C=NCc3ccco3)c(=O)[nH]c2=S)cc1C	i	i	-5	-1	-5	-2	5	-4	12
COc1cc(/C=N/NC(=O)Cn2c([N+](=O)[O-])cnc2C)ccc1OC(=O)N(C)C	i	i	2	3	-4	1	-11	-11	-4
CCn1cc(CN2CCCC(C(=O)c3cccc(C(F)(F)F)c3)C2)cn1 (centres undefined)	i	i	3	-6	-11	-4	-6	-6	-1
CN1C(=O)/C(=C/C=C/c2ccco2)C(=O)NC1=S	+	i	-9	4	38	5.4*	-84	-2	65*
CC(C)N(CCC(C(N)=O)(c1ccccc1)c1ccccn1)C(C)C (centres undefined)	i	i	0&3	-58&2	1&12	-2&-2	2&-9	-5&-7	0&-7
CC(c1ccccc1)[n+]1ccccc1 (centres undefined)	i	i	0	-5	17	1	5	-3	0
O=c1c2ccccc2[nH]c(=S)n1-c1ccc2c(c1)OCO2	i	i	3	0	3	-6	5	6	-1
CCOC(=O)[C@]12Cc3cc(C)ccc3[C@H]1N(Cc1ccccc1)C(=O)c1ccccc12	i	i	-6	-6	5	5	-7	25	-3
CCCC[n+]1cc(/N=C(\[O-])OC)on1	i	i	2	-3	-22	0	-1	-6	-1
COc1ccc(-c2cc(=O)c3c(OC)c(OC)c(OC)cc3o2)cc1	i	i	6	7	11	2	-19	1	4
N#CC(=C(O)c1ccc(S(=O)(=O)N(CCCl)CCCl)cc1)c1nc2ccccc2[nH]1	i	i	2	10	-5	2	-1	-8	-7
COc1ccccc1N1CCNCC1	i	i	3	2	-2	-1	-4	-8	-2
O=c1[nH]c(N2CCN(Cc3ccc4c(c3)OCO4)CC2)nc2c1CCC2	i	i	3	-2	-5	0	2	-11	0
CC(=NCC1CCCO1)c1c(O)n(-c2ccccc2C)c(=O)[nH]c1=O (centres undefined)	i	i	2	1	-13	1	10	-4	1
COCCO[C@H]1CCC2C3CC=C4C[C@@H](O)CC[C@]4(C)C3CC[C@@]21C (some centres undefined)	i	i	10	-9	7	1	11	-1	3
Cn1cc(C(=O)OCC(=O)NC2(C#N)CCCC2)c2ccccc21	i	i	0	2	0	0	6	-1	-3
COc1ccc(C(O)(c2ccccc2)c2ccncc2)cc1 (centres undefined)	i	i	-4	6	9	1	3	-4	0
Cc1ccsc1C(=O)C1CCCN(Cc2sc(N(C)C)nc2Cl)C1 (centres undefined)	i	i	1	-4	1	6	6	2	-20
CCCC[N+]12CCC(CC1)C(Cc1ccccc1)C2 (centres undefined)	i	i	-11	6	-4	1	-17	-5	-2
CCCCCCn1c(=O)c(C(=O)Nc2ncccc2C)c(O)c2ccccc21	i	i	-4	15	-5	-1	-2	6	0
O=c1oc2ccccc2c(O)c1C(c1ccc([N+](=O)[O-])cc1)c1c(O)c2ccccc2oc1=O	i	i	3	19	0	1	2	76*	7
CN1CCN(c2ccc([N+](=O)[O-])c(SCCO)c2)CC1	i	i	-6	-4	-9	-2	-11	-2	2
O=c1[nH]sc2cc(F)ccc12	i	i	2	4	-4	-1	37	-3	0
COc1ccc(CN2CCCCC2c2cccnc2)cc1C (centres undefined)	i	i	3	-5	10	-3	5	-2	-1
CCCC12CN3CCN(CC(C3)/C1=N\NC(=O)c1ccncc1)C2	i	i	-2	4	10	0	0	-1	-6
CN1C2CCC1CC(OC(=O)c1ccc(Cl)cc1)(C(=O)O)C2 (centres undefined)	i	i	8	7	13	-4	-22	-12	-1
C[C@]12CCC(=O)C=C1CCC1C2CC[C@@]2(C)C1CC[C@@H]2O (some centres undefined)	i	i	6	-1	-11	3	2	-3	2
N#CCCCCC#N	i	i	2	0	-1	1	-4	-8	-1
Nc1cccc2c1Cc1cc([N+](=O)[O-])ccc1-2	i	i	-33	1	-3	-2	-29	1	2
O=C(NC(Oc1ccccc1)C(Cl)(Cl)Cl)c1ccccc1 (centres undefined)	i	i	-3	-3	16	2	-6	-4	-6
CCCc1nc2ccccc2c(=O)n1-c1ccccc1OC	i	i	0	-10	-8	-4	6	-6	-6
O=C1NC(=O)C(CCc2ccccn2)(Cc2ccc3c(c2)OCO3)C(=O)N1CCc1ccccc1 (centres undefined)	i	i	-7	1	28	-1	1	6	-3
CCCCCC[N+](=O)[O-]	i	i	-1	5	3	0	8	-5	2
CC(=O)O[C@H]1CC[C@]2(C)C3CC[C@@]4(C)C(C[C@@H](O)[C@@H]4O)C3[C@@H](OC(C)=O)C[C@H]2C1 (some centres undefined)	i	i	5	9	13	3	8	-2	-7
CC12CCC(=O)C=C1CC(O)C1C2CCC2(C)C1CCC2(C)O (centres undefined)	i	i	-3	-5	15	1	-1	-11	3
COc1ccc(C(=O)C2(C)N(O)C(C)C(c3cccs3)=[N+]2[O-])cc1 (centres undefined)	i	i	3	-3	-10	-6	8	-4	-3
CN1CC[C@]23c4c5ccc(O)c4OC2C(O)C=CC3[C@H]1C5 (some centres undefined)	i	i	-1	3	10	-2	4	4	1

Shown with values under each structure: 13 of the compounds above
Screens in order – Rpn11 block, Neddylation inh, MT1-MMP act inh, NadD block, SKN-1 inh, Rin1 Abl inh, PABP1 MLLE inh, FAS TE block, CSN inh
- CCCCCCn1c(=O)c(C(=O)Nc2cnccn2)c(O)c2ccccc21
  i, i, -16, 1, -3, -4, -2, 15, -2
- COc1ccc(C=C2C(=O)N(C)C(=O)N(C)C2=O)cc1CSc1ccccn1
  i, i, -2, 11, -11, 1, 12, -7, -4
- CCN(CC)P(=O)(NC(=O)c1cccn1C)N(CC)CC
  i, i, 0, -1, -4, 2, -13, -1, -7
- Cc1ccc(-n2c(C)cc(/C=C3\C(=O)NC(=O)N(C)C3=O)c2C)cc1C
  i, i, -1, 4, -1, 0, -17, -16, -3
- CN1C(=O)N(C)C(=O)C2(Sc3ccccc3C2=O)C1=O
  i, i, 1, -1, 5, 0, 28, -4, 1
- CC1(C)CN2C(c3ccc(Cl)cc3)N2C1 (centres undefined)
  i, i, -10, 8, -7, 4, -12, -5, 1
- CS(=O)(=O)NNP(=O)(NNS(C)(=O)=O)NC(=O)c1ccccc1
  i, i, -3, -7, 9, 1, -7, -1, -4
- O=C1NC(=O)N(Cc2ccccc2)C(=O)/C1=C\C=C\c1ccco1
  +, i, -32, 2, 15, 2, -86, -5, 81*
- Cc1ccc(-n2c(O)c(C=NCc3ccco3)c(=O)[nH]c2=S)cc1C
  i, i, -5, -1, -5, -2, 5, -4, 12
- COc1cc(/C=N/NC(=O)Cn2c([N+](=O)[O-])cnc2C)ccc1OC(=O)N(C)C
  i, i, 2, 3, -4, 1, -11, -11, -4
- CCn1cc(CN2CCCC(C(=O)c3cccc(C(F)(F)F)c3)C2)cn1 (centres undefined)
  i, i, 3, -6, -11, -4, -6, -6, -1
- CN1C(=O)/C(=C/C=C/c2ccco2)C(=O)NC1=S
  +, i, -9, 4, 38, 5.4*, -84, -2, 65*
- CC(C)N(CCC(C(N)=O)(c1ccccc1)c1ccccn1)C(C)C (centres undefined)
  i, i, 0&3, -58&2, 1&12, -2&-2, 2&-9, -5&-7, 0&-7

Next section.
SMILES	Rpn11 block	Neddylation inh	MT1-MMP act inh	NadD block	SKN-1 inh	Rin1 Abl inh	PABP1 MLLE inh	FAS TE block	CSN inh
COC(=O)C1=C(c2cc3ccccc3s2)C[C@@H]2CC[C@H]1N2C(=O)NC1CC1	i	i	0	-6	-4	2	12	-7	1
C=CCOC(=O)N1Cc2ccccc2-n2nncc2C1	i	i	0	-3	-6	0	1	-5	3
O=C1NC(=O)C(=Cc2ccccc2Oc2ccc(F)cc2)C(=O)N1	i	i	6	5	-7	1	20	-2	7
CCC(C)(C)c1ccc(O)cc1	i	i	.	11	13	2	6	7	0
CCCCn1c(O)c(C(CC)=NCCN2CCCCC2)c(=O)[nH]c1=O	i	i	-8	-3	0	0	-10	-2	4
CCN1C[C@]2(C)CC[C@H](OC)[C@]34C2[C@H](OC(C)=O)[C@@]2(OCO[C@@]25C[C@H](OC)[C@H]2C[C@]3(O)C5[C@H]2OC)[C@@H]14	i	i	-3	0	-13	-2	5	4	0
COCCN1Cc2cc(=O)n3c([nH]c4ccccc43)c2C1=N	i	.	0	-1	-4	-1	-9	2	0
COc1cc2c3c(c1OC)-c1cc(O)ccc1CC3NCC2 (centres undefined)	i	.	0	-1	17	2	2	-2	-6
O=C(COc1ccccc1)N1CCN(CC(O)COc2ccccc2)CC1 (centres undefined)	i	i	5	-2	-8	1	3	-4	6
O=C1NCN(c2ccccc2)C12CCN(C(CCc1ccccc1)c1nnnn1-c1ccc3c(c1)OCCO3)CC2 (centres undefined)	i	i	-8	19	-1	6	-18	65*	7
CN1CCN(Cc2nc3ccccc3n2C)CC1	i	i	-2	-1	-15	-5	-11	-8	-2
COc1ccc(OC)c(N2C(=O)NC(=O)C(CCc3ccncc3)(CCc3ccncc3)C2=O)c1	i	i	3	-6	-3	-1	-8	-8	4
CC12CCC3c4ccc(OP(=O)(N5CC5)N5CC5)cc4CCC3C1CCC2=O (centres undefined)	i	i	2	1	-1	3	5	-6	4
COP(=O)(OC)/C(C=O)=N/Nc1ccc([N+](=O)[O-])cc1	i	i	4	0	7	-1	-4	3	0
C[C@H]1CC[C@@H]2[C@@H](C)[C@H]3[C@H](C[C@H]4[C@@H]5CC=C6C[C@@H](O[C@@H]7O[C@H](CO)[C@H](O)[C@H](O[C@@H]8O[C@H](CO)[C@@H](O)[C@H](O)[C@H]8O)[C@H]7O[C@@H]7O[C@@H](C)[C@H](O)[C@@H](O)[C@H]7O)CC[C@]6(C)[C@H]5CC[C@]34C)N2C1	.	i	-7	-7	16	0	-60	-10	16
